DAX1 inh-1 – DAX1 (NR0B1) inhibition, primary screen; inhibition, % at 6.8 µM; 1.1% of 370,000 active; HEK293T StAR-luciferase reporter, SF-1/DAX-1 repression relief; AID 652010;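 active means inhibition above the mean over all tested compounds plus 3 SD, cut at about 3.6% in these data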;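 further: 0% = DAX-1 cells with DMSO and 100% = cells lacking DAX-1 with DMSO; higher inhibition means more luminescence from relief of DAX-1 repression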
hgDAF-12 ag – hgDAF-12 agonism, primary luciferase screen; 1.8% of 370,000 active; activation, % at 6.8 µM; HEK293 GAL4-hgDAF12 UAS-luciferase reporter, agonist luminescence; normalized to butyrate control;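 active means activation above a cutoff set at the mean of all screened compounds plus 3 SD, cut at about 10% in these data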;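 further: 0% = DMSO wells and 100% = sodium butyrate wells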
DAX1 inh-2 – inhibitors of human orphan nuclear receptor DAX1 (NR0B1); AID 504766; inhibition, % at 6.75 µM; 0.99% of 340,000 active; HEK293 Gal4-DAX1 luciferase reporter, luminescence;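 active means inhibition above the mean over all tested compounds plus 3 SD, cut at about 4.2% in these data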;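 further: 0% = DAX1-transfected cells with DMSO and 100% = empty-vector control cells with DMSO; inhibition shows as a rise in luminescence from relieved DAX1 repression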
SMARCA2 act – activators of SMARCA2 function; activation, % at 9.1 µM; MG213 cells, MMTV-luciferase reporter, dexamethasone, overnight; AID 652017; 1% of 370,000 active; in the data active means activation above about 7.8%;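 further: 0% = vehicle wells and 100% = reference activator wells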
GAA850 FXN act – increases GAA850 frataxin promoter reporter activity | HEK293 lucGAA850 FXN promoter luciferase reporter, 24 h; percent of 10 µM SAHA response | activation, % at 6 µM | 0.56% of 360,000 active;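 active means activation above the average of all compounds screened plus 3 SD, cutoff fixed separately per campaign, cut at about 7.5% in these data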;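 further: 0% = DMSO wells and 100% = 10 µM SAHA wells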
ADAM17 inh – inhibits human ADAM17. P78536. recombinant ADAM17, EDANS/DABCYL FRET peptide cleavage. inhibition, % at 6.95 µM. 0.83% of 370,000 active. AID 720648;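 active means inhibition above the mean of compounds lying between control limits plus 3 SD, set per campaign, cut at about 8.5% in these data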;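 further: 0% = DMSO-only wells as the low control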
PG9 binder – PG9 antibody binding by small molecule; TR-FRET gp120-PG9 antibody binding; inhibition, % at 6.7 µM; 0.43% of 360,000 active; AID 624416; in the data active means inhibition above about 8.5%
ADAM10 inh – inhibitors of human ADAM10; recombinant ADAM10, EDANS/DABCYL FRET peptide cleavage, 3 h; 0.62% of 370,000 active; AID 720582; inhibition, % at 7 µM; O14672;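 active means inhibition above a per-campaign cutoff equal to the mean of compounds falling between control-based bounds plus 3 SD, cut at about 20% in these data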;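 further: 0% = DMSO wells while the 100% control is not disclosed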
hcDAF-12 act – activators of H. contortus DAF-12 nuclear receptor. 1.4% of 370,000 active. activation, % at 6.8 µM. AID 652067. HEK293 hcDAF-12 lit1-tk-luc reporter, luminescence; 0% DMSO, 100% Δ7-dafachronic acid;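 active means activation above the mean of all tested compounds plus 3 SD, cut at about 5.5% in these data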;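 further: 100% = response to 3 µM Δ7-dafachronic acid high control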
ssDAF-12 act – activates DAF-12 receptor from parasite S. stercoralis; HEK293 ssDAF-12/GRIP1 lit1-tk-luc reporter, luminescence; % of 3 µM dafachronic acid response; activation, % at 6.8 µM; AID 652126; 1% of 370,000 active;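 active means activation above the mean over all tested compounds plus 3 SD, cut at about 0.9% in these data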;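 further: 0% = DMSO-only wells and 100% = 3 µM delta7-dafachronic acid wells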
NPR1 activator – GC-A (human) enzyme activation; activation, % at 10 µM; AID 1671463; HEK293 GC-A cells, cGMP TR-FRET, EC30 ANP; 0% at EC30 ANP, 100% saturating ANP; 0.14% of 370,000 active; P16066; in the data active means activation above about 40%
Target sequence (P16066 whole entry, looked up): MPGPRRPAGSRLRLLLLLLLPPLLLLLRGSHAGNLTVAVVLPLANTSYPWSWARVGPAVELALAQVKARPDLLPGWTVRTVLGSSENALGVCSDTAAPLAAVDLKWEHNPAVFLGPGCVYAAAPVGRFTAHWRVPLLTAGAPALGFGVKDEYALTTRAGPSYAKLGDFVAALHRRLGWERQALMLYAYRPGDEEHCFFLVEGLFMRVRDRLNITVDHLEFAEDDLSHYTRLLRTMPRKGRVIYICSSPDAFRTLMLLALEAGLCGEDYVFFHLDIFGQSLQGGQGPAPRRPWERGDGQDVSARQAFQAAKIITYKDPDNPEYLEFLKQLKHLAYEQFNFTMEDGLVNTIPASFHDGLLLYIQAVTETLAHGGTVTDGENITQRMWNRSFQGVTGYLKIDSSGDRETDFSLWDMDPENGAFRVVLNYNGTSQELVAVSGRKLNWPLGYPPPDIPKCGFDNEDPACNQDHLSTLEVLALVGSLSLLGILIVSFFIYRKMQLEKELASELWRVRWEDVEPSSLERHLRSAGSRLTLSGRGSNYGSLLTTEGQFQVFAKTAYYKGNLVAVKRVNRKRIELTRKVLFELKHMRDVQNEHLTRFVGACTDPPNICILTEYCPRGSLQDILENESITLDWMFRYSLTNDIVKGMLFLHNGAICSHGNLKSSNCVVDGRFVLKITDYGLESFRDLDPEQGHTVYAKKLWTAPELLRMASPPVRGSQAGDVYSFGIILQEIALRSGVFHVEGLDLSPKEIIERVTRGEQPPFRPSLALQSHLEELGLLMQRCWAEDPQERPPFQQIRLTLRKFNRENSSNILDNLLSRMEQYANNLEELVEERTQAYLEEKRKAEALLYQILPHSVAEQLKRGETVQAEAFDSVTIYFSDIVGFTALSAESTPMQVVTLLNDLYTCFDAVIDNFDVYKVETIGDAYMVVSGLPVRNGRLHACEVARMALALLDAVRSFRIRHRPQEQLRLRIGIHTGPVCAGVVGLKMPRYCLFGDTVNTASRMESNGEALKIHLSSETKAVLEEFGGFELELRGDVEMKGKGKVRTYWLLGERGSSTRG
* = called active by the depositor; / = no result given.

The line under a structure holds: DAX1 inh-1	hgDAF-12 ag	DAX1 inh-2	SMARCA2 act	GAA850 FXN act	ADAM17 inh	PG9 binder	ADAM10 inh	hcDAF-12 act	ssDAF-12 act	NPR1 activator
- Cc1ccc(/C=N/NC(=O)c2ccccc2OCc2ccc(F)cc2)o1
→ -0.4	4.1	-0.7	2	2.6	-3	-3.2	-8	-1.6	-0.1	-2
- COc1ccc(C(=O)OC(C)C(=O)NC(C)CCc2ccccc2)cc1OC (configuration not stated)
→ 0.0	0.6	1.0	1	0.5	-3	1.0	-3	-1.5	-1.0	-7
- COc1ccc(-n2c(=S)[nH]c3ccccc32)cc1
→ -0.4	4.2	-1.7	-4	0.9	-5	3.3	-10	-1.2	-1.1	-4
- CCC(=O)Nc1c(-c2ccccc2)c(=O)c2ccccc2n1C
→ -0.2	-1.4	1.1	-1	-0.5	-7	-3.1	-12	0.0	-1.1	2
- CC(C)c1nnc(NC(=O)C2CCCN2S(=O)(=O)c2ccc(Cl)cc2)s1 (configuration not stated)
→ -0.3	-0.4	0.6	3	0.5	-1	-1.0	-5	-0.9	-1.1	1
- N#C/C(C(=O)N1CCOCC1)=C1/SC(Cc2ccccc2)C(=O)N1c1ccccc1 (configuration not stated)
→ 0.2	-1.3	-0.2	1	0.1	1	0.5	4	-0.2	-1.4	-4
- O=C(CSc1nc(=O)n2ccccc2n1)N1CCC(Cc2ccccc2)CC1
→ -0.4	-1.3	1.1	-3	0.7	0	1.6	-14	-1.7	-1.6	3
- Cc1ccc(-c2nc(CS(=O)(=O)CC(=O)NC3CCCCCC3)c(C)o2)cc1
→ 1.4	5.9	1.2	3	3.2	-1	-0.7	3	-0.8	-1.3	-4
- CCOc1ccc(NC(=S)NNC(=O)c2cc(Br)ccc2Cl)cc1
→ 0.2	-1.1	3.2	-2	1.2	-3	1.3	-10	0.1	-1.8	-1
- O=C(CCc1ccccc1Cl)Nc1cc2c(cc1C(=O)O)OCCCO2
→ 0.2	1.1	0.3	0	0.9	-6	-0.7	-10	-0.4	-0.8	-1
- COC(=O)c1ccccc1NS(=O)(=O)c1ccc(O)c(C(=O)O)c1
→ 0.4	0.1	-0.7	0	1.3	-4	-0.4	5	3.6	-1.5	4
- CCc1ccccc1OCC(=O)NNCC(=O)Nc1cccc(C#N)c1
→ -0.3	0.3	0.4	-3	0.3	-5	-0.1	-10	-2.4	-2.1	3
- O=C(NCc1cccc(Cl)c1)c1ccc(-c2ccc(F)c(F)c2)c2ccoc12
→ -0.6	-1.8	/	-5	1.6	6	0.0	2	-1.7	-1.1	5
- CCC(C)N(C(=O)CSc1ccc(NC(C)=O)cc1)C1CCS(=O)(=O)C1 (configuration not stated)
→ 0.6	-1.2	1.1	-5	0.4	3	-3.2	5	0.0	-1.1	1
- Cc1nc2c(c3c1[nH]c1ccccc13)C(=O)CC(C)(C)C2
→ -1.1	-3.5	-0.9	-1	1.8	-37	0.9	-89	-2.5	-1.1	-7
- CC(C)(C)c1cc(/C=N/NC(=O)C[n+]2ccccc2)cc(C(C)(C)C)c1O
→ -0.2	-1.3	1.5	0	-0.1	0	-2.4	2	-0.9	-1.0	2
- C[C@@H]1Cc2[nH][nH]c(=O)c2[C@H](C)O1
→ -0.1	-1.2	/	2	/	-3	-1.0	-6	-1.3	-1.6	5
- COC(=O)c1cccc(S(=O)(=O)N(Cc2ccco2)Cc2cc3cc(OC)ccc3[nH]c2=O)c1
→ -0.5	2.4	-2.9	-4	-1.0	-9	1.9	-30	-0.8	-1.4	0
- CCN(CCC(=O)O)c1ccccc1
→ 0.4	-1.6	-0.4	-2	-0.8	-2	-1.4	5	-0.7	-0.9	2
- COc1ccc(C(C)(O)c2nc(-c3cncnc3)cs2)cc1 (configuration not stated)
→ 1.1	-2.7	/	-1	2.0	-2	1.1	1	-0.6	-1.1	-1
- COc1ccc(CCNC(=O)c2noc(C)c2[N+](=O)[O-])cc1OC
→ 0.1	0.5	-0.4	2	0.8	2	1.3	3	-0.8	-1.0	2
- O=C(CCCl)Nc1nnc(SCC(=O)NC2CCCC2)s1
→ -0.4	-3.3	-0.2	3	-0.8	-5	0.8	2	-4.0	-1.1	-4
- CC(=O)c1cc(O)c2ccccc2c1O
→ 0.1	1.9	2.2	2	-0.6	-8	-1.0	-14	10*	0.4	5
- COc1cccc(C2CC=C(C(=O)O)CN2S(=O)(=O)c2ccc(C)cc2)c1 (configuration not stated)
→ -0.5	-1.4	/	-1	/	-3	/	-4	-0.4	-0.4	2
- O=C(c1ccc2c(=O)n3c(nc2c1)CCCCC3)N1CCN(c2cccc(Cl)c2)CC1
→ 0.6	-5.8	0.0	1	-2.2	-3	1.0	-5	1.3	-1.8	-2
- CSc1ccc(CN(C)C(=O)CCNS(=O)(=O)c2ccc(C)c(C)c2)cc1
→ -1.5	-0.7	-1.6	-1	0.5	0	-0.3	-2	-1.4	-1.2	-4
- O=S1(=O)CCC(NC(=S)NC2CCS(=O)(=O)C2)C1 (configuration not stated)
→ 0.1	-0.1	-0.9	-3	0.8	-2	-0.2	3	-1.0	-0.8	0
- O=C(Nc1cccc(C(=O)NC2CC2)c1)c1ccccc1
→ -0.9	2.1	0.8	-1	1.1	3	-0.7	0	4.6	-1.1	-2
- Cc1cc(C)c(C)c(S(=O)(=O)Nc2ccccc2C(=O)NN2CCOCC2)c1C
→ -0.8	-0.4	0.0	-2	-0.3	-1	0.9	-27	-0.7	-1.0	3
- O=C1C2(c3ccccc3)CN(CCO)CC1(c1ccccc1)CN(CCO)C2
→ -0.3	0.1	1.4	1	-0.5	0	-4.2	3	-0.3	-0.9	-2
- C=CCn1c(SCC(=O)Nc2sc(C)c(C)c2C(=O)OCC)nnc1-c1sc(N)nc1C
→ -0.8	1.7	-0.5	1	-0.3	0	-2.4	4	-1.2	-1.4	-10
- CCOC(=O)N1CCN(C(=O)c2ccc3c(c2)N(CC)CCS3)CC1
→ -0.6	-0.8	-0.8	-3	-0.7	-54	-0.3	-206	-0.5	-1.3	3
- COc1ccccc1Nc1ccc(N)cc1
→ -0.9	1.6	0.3	-4	2.1	0	-3.0	-14	-0.2	-1.8	-6
- CCNc1c(NC(=O)c2ccc3c(c2)OCO3)c(=O)oc2ccccc12
→ 0.4	1.1	-0.5	-1	1.8	-1	-0.9	-1	-1.6	-0.9	-2
- CC(=O)Nc1ccc(NC(=O)C(C)OC(=O)/C(C#N)=C/c2ccc(N(C)C)cc2)cc1 (configuration not stated)
→ 2.1	8.3	1.7	8.0*	2.6	-3	17*	-2	1.2	-0.4	-2
- CC(C)NC(=O)C1(C)CN(S(C)(=O)=O)CC(=O)N1Cc1cccs1 (configuration not stated)
→ 0.7	-2.1	/	0	/	-2	0.3	-3	-0.1	0.3	4
- CCOc1ccc(OCC)c(NC(=O)C2CCN(S(=O)(=O)c3ccc4c(c3)CC(C)N4C(C)=O)CC2)c1 (configuration not stated)
→ 1.2	-0.5	0.2	-3	-0.1	-3	-2.0	-7	2.2	-1.2	2
- CCN(CC(=O)Nc1ccc(NC(C)=O)cc1)C(=O)c1sc2nc3n(c(=O)c2c1C)CCC3
→ -0.9	0.8	0.5	1	-0.5	-3	-0.6	-5	0.3	-1.6	-1
- Cc1cccc(N(C)S(=O)(=O)c2ccc(-c3cnc(C4CC4)o3)cc2)c1
→ 7.6*	-4.9	0.6	-3	-1.9	7	-2.0	13	-3.4	-0.4	0
- NC1=NC(=O)/C(=C\c2ccsc2)S1
→ -0.6	1.1	2.2	3	0.5	2	-2.1	5	0.6	-1.7	0
- c1ccc(NC2=NCCN2CCCC2CCCCC2)cc1
→ -0.5	0.5	1.2	-1	0.7	-3	0.5	5	-1.8	-1.0	-4
- O=C(Cc1ccc(Cl)cc1)NNC(=S)NC(=O)c1cccnc1
→ -0.1	7.0	2.5	-1	0.9	2	-2.1	9	0.0	-0.9	0
- C[C@H](O)[C@@H]1C(=O)N2CCc3ccc(-c4cccc(F)c4)cc3[C@@H]2C[C@@H]1N(C)S(=O)(=O)c1ccccc1
→ 0.9	-1.7	-0.1	-4	-6.6	-1	0.7	-2	-0.8	-1.0	-12
- CC(C)C[C@@H](CN)NC(=O)c1nc[nH]c1C(=O)N[C@@H](Cc1c[nH]c2ccccc12)C(=O)CNC[C@H](C)NC(=O)c1nc[nH]c1C(=O)N[C@@H](CC(=O)O)C(=O)O
→ 1.2	1.1	0.0	-1	-1.3	-5	-3.5	-12	3.5	-0.1	3
- CSc1ccccc1NC(=O)CN(C)CC(=O)Nc1ccc(Cl)cc1[N+](=O)[O-]
→ 0.7	2.0	1.2	4	3.1	-1	-1.8	4	0.3	-0.1	-2
- COc1ccc2[nH]c(=O)c(-c3nnn(-c4ccc(F)cc4)n3)cc2c1
→ 0.3	1.1	0.4	2	1.0	-27	-0.8	-95	2.5	-0.8	-1
- O=C1CSC(c2ccccc2F)N1c1cc(Cl)ccc1O (configuration not stated)
→ -0.9	1.8	0.2	5	-0.1	1	-1.6	1	2.7	-0.2	/
- CC1=C/C(=C\c2ccc3c(c2)OCO3)C(=O)S1
→ 0.0	2.3	0.7	-2	0.1	2	-2.6	-13	1.1	-0.7	-5
- CCN(CC)c1ccc(NC(=O)c2cccc(C)c2)cc1S(=O)(=O)Nc1ccccc1OC
→ -1.2	-2.3	-2.8	-3	-1.7	13*	0.2	25*	-4.5	-2.2	7
- CN1C2C=C3C(C#N)=C(N)C(C#N)(C#N)[C@H](c4c(F)cccc4F)[C@H]3C1CC2 (some centres not stated)
→ -0.8	1.2	-0.2	1	-2.4	-62	-1.6	-174	-0.5	-0.7	1
- Cc1cc(C(=O)N2CCC2(C)C(=O)O)nn1C(C)(C)C (configuration not stated)
→ -1.8	-0.6	/	-2	-1.1	-3	-0.1	-10	-0.2	-1.3	-1
- CCOC(=O)N1CCN(C(=O)c2cc3c(s2)-c2ccc(Cl)cc2S(=O)(=O)C3)CC1
→ 0.3	-1.8	1.1	0	-0.1	0	2.1	3	-0.2	-1.5	3
- CNC(=O)COc1coc(CN2CCN(c3ccccc3)CC2)cc1=O
→ -0.2	-1.5	-0.1	-4	1.4	-5	3.1	-8	1.0	-1.4	3
- CC1CCCC(C)N1C(=O)CSc1nnc(C2CCCCC2)o1 (configuration not stated)
→ 0.0	0.5	-0.4	2	0.5	-6	-0.5	-7	-2.1	-0.2	2
- CC(OC(=O)c1ccc(NC(=O)CC#N)cc1)C(=O)Nc1ccc(S(=O)(=O)N2CCCC2)cc1 (configuration not stated)
→ 1.7	1.4	0.6	-3	1.5	8	1.3	3	0.7	-1.5	-3
- COc1cccc(-n2c(SCC(N)=O)nnc2-c2ccco2)c1
→ -0.7	3.6	1.1	3	-0.1	0	-1.7	10	1.4	-1.6	4
- O=C1C=CC(=O)C(C2=C3C(=O)N(CCc4ccccc4)CC(=O)N3CCC2)=C1
→ 0.1	0.0	/	-1	/	3	-2.5	4	-0.9	-1.6	-27
- CC1CCN(C(=O)c2[nH]cnc2C(=O)N[C@@H](CCCCNC(=O)OC(C)(C)C)C(=O)OC(C)(C)C)CC1
→ 0.0	0.6	0.6	0	0.6	-1	0.8	4	-0.4	-0.7	-2

Bioassay records: PubChem BioAssay, several laboratories

This is a random part of the collection. Share with any hit: about 6.8%.
